ALDH1A1 block: qHTS Assay for Inhibitors of Aldehyde Dehydrogenase 1 (ALDH1A1). Aldehyde dehydrogenase 1A1 (Homo sapiens), P00352. Purified ALDH1A1, NADH fluorescence, propionaldehyde substrate. Potency, µM (highest dose often 75.3 µM), inactives show at the top dose activity, negative = inhibition, actives largely listed as inhibitors. 220,000 compounds, 7.3% hits; active = well fitted inhibition curve with a large enough effect, not every such curve was filed as active; inconclusive = small, poorly fitted or top-dose-only effect, or another doubt; inactive = no such curve, though single readings can be large or run the other way;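 also: plate controls were no enzyme wells and a reference inhibitor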
Target sequence (P00352 whole entry, looked up): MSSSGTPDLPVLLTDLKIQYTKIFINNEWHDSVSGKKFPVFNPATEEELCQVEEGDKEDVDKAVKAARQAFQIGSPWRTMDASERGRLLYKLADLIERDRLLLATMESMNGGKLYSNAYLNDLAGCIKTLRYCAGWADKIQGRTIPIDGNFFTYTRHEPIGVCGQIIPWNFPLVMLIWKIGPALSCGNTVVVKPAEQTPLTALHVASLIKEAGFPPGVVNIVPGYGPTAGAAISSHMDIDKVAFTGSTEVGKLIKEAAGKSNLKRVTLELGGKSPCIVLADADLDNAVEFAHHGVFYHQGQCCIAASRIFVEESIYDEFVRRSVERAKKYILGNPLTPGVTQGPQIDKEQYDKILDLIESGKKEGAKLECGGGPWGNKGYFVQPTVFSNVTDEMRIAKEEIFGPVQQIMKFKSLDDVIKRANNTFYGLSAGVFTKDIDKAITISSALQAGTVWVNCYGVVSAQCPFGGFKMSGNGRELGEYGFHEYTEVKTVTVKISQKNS
Tau fluor cs: Counterscreen qHTS for Inhibitors of Tau Fibril Formation, Fluorescence Polarization; tau K18 P301L (four-repeat tau fragment) Alexa594 fluorescence, heparin fibrillization; Potency, µM (titrated, usually from 57.7 µM), for the others: top-dose activity change, negative = decrease; 280,000 compounds, 0.93% hits; AID 1463, 2008; also: % is scaled to controls: 0 for no effect and ±100 for the full control effect; nearly all actives have a fitted effect of over 55% in size
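Human K18 P301L tau (15 uM unlabeled plus 0.24 uM Alexa 594-labeled, final) in 100 mM sodium acetate pH 7 was mixed with compound and 20 uM heparin and incubated 6 hr at 37 C.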
NPSR antagonist: qHTS Assay for Antagonists of the Neuropeptide S Receptor: cAMP Signal Transduction; Q6W5P4; AID 1461, 2008; CHO-NPSR cells, cAMP TR-FRET, antagonist mode; Potency, µM (highest dose often 38.3 µM), for the others: top-dose activity change, negative = inhibition, hits mostly inhibitors; 220,000 compounds, 1% hits; also: % is scaled to controls: 0 for no effect and ±100 for the full control effect; nearly all actives have a fitted effect of over 50% in size; many of its hits are not listed in these tables
Target sequence (Q6W5P4 whole entry, looked up): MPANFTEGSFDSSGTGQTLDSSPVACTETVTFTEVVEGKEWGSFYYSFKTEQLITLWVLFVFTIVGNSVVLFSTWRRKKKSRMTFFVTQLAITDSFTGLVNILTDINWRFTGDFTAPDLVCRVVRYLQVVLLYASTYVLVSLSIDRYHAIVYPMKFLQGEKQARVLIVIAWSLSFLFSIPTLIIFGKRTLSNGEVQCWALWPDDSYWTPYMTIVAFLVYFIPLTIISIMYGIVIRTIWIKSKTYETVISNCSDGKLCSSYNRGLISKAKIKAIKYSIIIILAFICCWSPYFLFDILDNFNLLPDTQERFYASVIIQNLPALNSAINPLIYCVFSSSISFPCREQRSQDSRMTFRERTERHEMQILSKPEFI
GAA glycogen mod: qHTS Assay for Inhibitors and Activators of Human alpha-Glucosidase Cleavage of Glycogen; AID 2100, 2009; recombinant GAA, glycogen substrate, Amplex Red glucose oxidase fluorescence; Lysosomal alpha-glucosidase (Homo sapiens), P10253; 300,000 compounds, 0.38% hits; Potency, µM (series often up to 76.4 µM), without a hit: top-dose activity change, negative = inhibition, most hits filed as inhibitors;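 also: 0% = full enzyme reaction and -100% = no-enzyme basal signal; the screen sought inhibitors and activators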
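Natural-substrate format: glycogen cleavage by 4 nM human enzyme, glucose read by Amplex Red coupling (Ex 573, Em 610 nm). Normalized to enzyme and no-enzyme controls.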
Epigenetic derep: Quantitative High-Throughput Screen for Regulators of Epigenetic Control | Potency, µM (series often up to 53.9 µM), for inactives: at the highest dose GFP activation, most hits filed as activators | 280,000 compounds, 0.2% hits | AID 1865, 2009 | murine LDR cells, GFP reporter derepression, 30 h; also: % of control where 0% means no effect; nearly all actives have a fitted effect of over 60% in size
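Derepression of a silenced CMV-GFP reporter in murine LDR cells is scored by enumerating GFP-positive cells with a laser-scanning microplate cytometer after 30 hours of treatment at 37 C.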
GAA spleen mod: qHTS Assay for Inhibitors and Activators of Human alpha-Glucosidase From Spleen Homogenate. human spleen homogenate, 4-MU-alpha-glucoside fluorescence. Lysosomal alpha-glucosidase (Homo sapiens), P10253. Potency, µM (doses to about 79.9 µM), for inactives: at the top dose activity change, negative = inhibition, hits mostly inhibitors. AID 2112, 2009. 240,000 compounds, 0.006% hits;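 also: 0% = enzyme with vehicle and -100% = no enzyme basal signal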
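AC50 values come from Hill-equation fits of concentration-response data, normalized to no-enzyme and full-activity controls. Enzyme source: 1 ug human spleen homogenate; 1 mM fluorogenic 4-MU glucoside, pH 5.0 citrate buffer, 37 C, 40 min.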
GAA inhib: qHTS Assay for Inhibitors of Human alpha-Glucosidase as a Potential Chaperone Treatment of Pompe Disease; Lysosomal alpha-glucosidase (Homo sapiens), P10253; purified human GAA, 4-MU-alpha-glucoside fluorescence; Potency, µM (series often up to 76.9 µM), for the others: at the top dose activity change, negative = inhibition, hits mostly inhibitors; 200,000 compounds, 0.005% hits; AID 1466, 2008;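 also: plate controls were uninhibited enzyme wells for no effect and no-enzyme background for full effect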
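Enzyme (4 nM final) mixed with compound (up to 77 uM), then 4-MU-alpha-D-pyranoside (400 uM final) added; 20 min at room temperature, pH 5.0. Reaction stopped at pH 10, fluorescence read, AC50 derived by Hill fit.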
aGal spleen mod: qHTS Assay for Inhibitors and Activators of Human alpha-Galactosidase From Spleen Homogenate. Alpha-galactosidase A (Homo sapiens), P06280. human spleen homogenate, 4MU-alpha-Gal fluorescence, 40 min. Potency, µM (highest dose often 80 µM), for inactives: at the highest dose activity change, negative = inhibition, usual class: inhibitors. 240,000 compounds, 0.008% hits. AID 2107, 2009;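 also: 0% = enzyme with vehicle and -100% = no enzyme basal signal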
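qHTS titration in buffer at pH 5.0. Alpha-galactosidase activity in spleen homogenate was measured via 4-methylumbelliferone release from 1 mM fluorogenic substrate after 40 min at 37C and a pH 10 stop. AC50 came from Hill fits of control-normalized data.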
Starred values were filed as active, the others as inactive; ? = inconclusive; . = not tested or not shown; [ ] = remark or other dose. Unless noted, calls follow the shape of the dose curve; as a rule, active = well fitted curve in the direction sought with a large enough effect; inconclusive = small, poorly fitted or top-dose-only effect, or another doubt; inactive = no such curve, though single readings can be large; an effect the other way counts as inactive or inconclusive. Potency is read from the fitted curve at half-maximal effect. Not all compounds are listed; the hit share may differ from the screen's.

SMILES	ALDH1A1 block	Tau fluor cs	NPSR antagonist	GAA glycogen mod	Epigenetic derep	GAA spleen mod	GAA inhib	aGal spleen mod
Cc1cc2oc(C(=O)N(Cc3ccccc3)c3ccccn3)cc(=O)c2cc1Cl	.	-11%	-15%	-14%	0.0%	1%	.	-3%
O=C(O)C1=C[C@H](c2csc3ccccc23)C[C@H](OCCCCO)O1	?	4%	-17%	-6%	4.5%	-1%	.	15%
Cc1cnc(C(=O)NC(C)CCc2ccccc2)cn1 (stereo unspecified)	2%	10%	0%	1%	1.3%	-16%	8%	-5%
COc1cc(/C=C/C(=O)Nc2ccc(C)cc2)cc(OC)c1OC	1%	-20%	-1%	-2%	0.0%	-1%	-3%	3%
O=C1CCN2C=Nc3cccc4ccc1c2c34	-12%	-16%	-14%[46.1 µM]	-1%	1.0%	-5%	-7%	-2%
OCCNCCNCc1ccc(-c2ccccc2)cc1	6%	-8%	13%	3%	-5.5%	0%	2%	2%
CC1CCN(Cc2c(C#N)c3ccccc3n2C)CC1	32µM*	-13%	?	-5%	-1.0%	-2%	-14%	2%
COc1ccc(/C=N\Nc2ccc([N+](=O)[O-])cc2)c(C(=O)O)c1OC	-3%	-18%	11%	9%	2.1%	-2%	-3%[15.4 µM]	4%
O=c1[nH]nnc2sc3c(c12)CCCC3	?	-8%	11%[46.1 µM]	1%	0.0%	-15%	1%	14%
CCC(=O)NC(=S)Nc1cccc(NC(=O)c2ccccc2C)c1	?	-3%	3%	-11%	-0.2%	-5%	9%	0%
CC1CCCC(C)N1S(=O)(=O)c1ccc(S(=O)(=O)NCc2ccccc2)cc1 (stereo unspecified)	11%	2%	1%[46.1 µM]	10%	1.2%	-7%	-6%	-2%
Cc1ccc(-c2csc(-c3ccncc3)n2)cc1	3%	-10%	-1%	-3%	0.0%	2%	8%	4%
C=CCN1C(=O)C(O)=C(C(C)=O)C1c1ccccc1F (stereo unspecified)	-1%	5%	-10%[46.1 µM]	-9%	0.8%	-2%	-9%	3%
CN1/C(=C/C(=S)NC(=O)C2(C)CC2(Cl)Cl)C(C)(C)c2ccccc21 (stereo unspecified)	4µM*	-18%	-53%	?	1.1%	2%	-10%	6%
O=C(CCN1C(=O)COc2ccccc21)NCCC1=CCCCC1	32µM*	0%	0%[46.1 µM]	1%	3.7%	7%	-3%	8%
S=C(Cc1ccc(Cl)cc1)N1CCOCC1	?	-6%	4%	0%	1.3%	-3%	-7%	-2%
Cc1ccc(C(=O)Nc2ccc(O)c(C(=O)O)c2)o1	-14%	-3%	-7%[46.1 µM]	0%	-2.1%	-3%	-5%	2%
CCOc1nc(NC(C)C)nc(NC(C)C)n1	7%	-4%	3%[46.1 µM]	7%	11%	-2%	-3%	-6%
[O-]/C(=C(\C(=S)Nc1ccc(SC(F)F)cc1)[n+]1ccccc1)c1ccc(Cl)cc1Cl	?	-25%	-30%	-5%	-4.4%	6%	-8%	5%
CC1(C)CC(=O)C2=C(C1)OC(N)=C(C#N)C2c1ccccc1[N+](=O)[O-] (stereo unspecified)	?	-12%	5%	6%	2.4%	1%	6%	1%
COc1ccccc1NC(=O)CSc1nnc(C)n1CCc1ccccc1	-4%	-9%	-15%[46.1 µM]	11%	-1.5%	2%	-3%	17%
O=C(CN1CCN(CCN2C(=O)c3cccc4cccc(c34)C2=O)CC1)c1ccc(F)cc1	?	-24%	-27%[46.1 µM]	-6%	-0.2%	-13%	-6%	1%
O=C(COC(=O)c1cccs1)c1ccc2c(c1)OCCO2	18µM*	1%	-41%[46.1 µM]	0%	-0.3%	-2%	8%	7%
CN1CCN(S(=O)(=O)c2ccc(SCCOc3ccccc3)nc2)CC1	1%	-22%	-1%[46.1 µM]	-2%	-5.4%	4%	1%	-2%
Cc1ccc(-c2nc3c(=O)n(C)c4ccccc4c3o2)cc1	?	-5%	-22%[46.1 µM]	11%	-2.1%	6%	1%	14%
SMILES	ALDH1A1 block	Tau fluor cs	NPSR antagonist	GAA glycogen mod	Epigenetic derep	GAA spleen mod	GAA inhib	aGal spleen mod
CCC(=O)NC(=S)Nc1ccccc1C(=O)OC	-5%	-2%	18%	-2%	-0.9%	1%	-6%	1%
CCN(CC)C(=O)/C(=C\c1cccc([N+](=O)[O-])c1)NC(=O)c1ccco1	?	13%	4%	4%	1.0%	-14%	3%	4%
C=CCNC(=O)c1ccc(-c2cccc([N+](=O)[O-])c2)o1	-8%	-12%	-10%	0%	3.9%	-8%	8%	-3%
Cc1noc(C)c1-c1nc(Nc2ccncc2)c2ccccc2n1	-10%	-22%	.	.	?	3%	.	6%
O=C1CCC(=O)N1OCCOc1ccccc1	-6%	-4%	15%	-10%	-4.2%	-1%	11%	-8%
CCN(Cc1ccncc1)C(=S)NCc1ccccc1	-11%	1%	7%	-2%	0.9%	2%	5%	-8%
O=C(O)C1CC(=O)N(Cc2ccccc2)C1 (stereo unspecified)	11%	4%	1%[46.1 µM]	1%	0.0%	-11%	8%	5%
CCCNC(=O)CS(=O)(=O)Cc1nc(-c2ccccc2C)oc1C	-9%	-10%	-13%[46.1 µM]	-4%	0.0%	-2%	-6%	2%
CCc1ccc(S(=O)(=O)NCc2csc(-c3cccnc3)n2)s1	6%	0%	-23%[46.1 µM]	-1%	-1.0%	-2%	?	0%
COc1ccc(C(=O)C(c2ccccc2)N2CCOCC2)cc1 (stereo unspecified)	-13%	6%	-11%[46.1 µM]	17%	0.0%	-5%	-1%	-10%
N#Cc1sc2nc3c(c(-c4cccnc4)c2c1N)CCC3	13%	3%	-5%[46.1 µM]	-5%	-8.6%	-3%	-12%	-5%
O=C(NC1CCCCC1)c1ccc(CNc2c(N3CCOCC3)c(=O)c2=O)cc1	6%	-8%	-14%[46.1 µM]	19%	-1.0%	3%	-8%	6%
Cc1cccc(NC(=O)CCCN2C(=S)NC(C)(C)CC2C)c1C (stereo unspecified)	2%	7%	7%	-5%	2.3%	-3%	3%	-7%
Cc1ccc(C)c(NS(=O)(=O)c2cc(C(=O)N3CCCC3)ccc2Cl)c1	-14%	-10%	-20%	-17%	-2.6%	-7%	4%	2%
Cc1csc(NC(=O)CSc2nc3[nH]ncc3c(=O)[nH]2)n1	5%	-1%	14%	9%	2.1%	-4%	-6%	4%
COc1cc2c3c(c1OC)C1(C=CC(=O)C=C1)CC3N(C(=O)CCC(=O)O)CC2 (stereo unspecified)	.	-27%	9%	11%	1.2%	-3%	.	-9%
COc1ccc(C(=O)Nc2cc(C)nc3ccccc23)cc1OC	6%	-1%	-6%[46.1 µM]	2%	0.0%	-10%	-5%	-10%
Cc1ccc(C)c(S(=O)(=O)Nc2ccccc2C(=O)Nc2cc(C)on2)c1	?	-8%	-15%[46.1 µM]	-7%	1.0%	-1%	12%	13%
COc1cc(C(=O)OCC#N)ccc1OCc1c(C)noc1C	.	-3%	-3%[7.67 µM]	10%	2.4%	-5%	.	-1%
Cc1ccc(NC(=S)NC2CCN(Cc3ccccc3)CC2)cc1	?	-9%	8%	1%	0.0%	2%	5%	6%
COc1cccc(-n2c(-c3cccc(S(=O)(=O)N(C)C)c3)n[nH]c2=S)c1	0%	1%	-33%	-7%	-0.4%	-6%	-1%	-7%
Cc1nn(C)cc1/C=N/O	5%	5%	2%[46.1 µM]	4%	-0.7%	8%	9%	-2%
CC(C)(C)c1ccc(S(=O)(=O)Nc2ccccn2)cc1	32µM*	3%	-2%	11%	2.2%	-12%	?	8%
CCOc1ncccc1C(=O)OCc1ccc(C(=O)OC)cc1	?	-16%	-4%	-3%	-1.6%	-1%	6%	6%
Fc1cccc(CN2CCN(Cc3nc(CCc4ccccc4)no3)CC2)c1	3%	-11%	15%	10%	1.5%	-8%	?	-3%
SMILES	ALDH1A1 block	Tau fluor cs	NPSR antagonist	GAA glycogen mod	Epigenetic derep	GAA spleen mod	GAA inhib	aGal spleen mod
CCCc1c(C)c2c(C)[nH]nc2oc1=O	?	1%	-4%[46.1 µM]	-2%	9.6%	-4%	-2%	4%
Cc1csc(NC(=O)c2nc3nc(C)cc(C)n3n2)n1	-4%	10%	-16%[46.1 µM]	-6%	-0.5%	-12%	-13%	-1%
CO[C@@H]1CC[C@@]2(C)[C@@H](CC[C@@]3(C)[C@H]2CC=C2[C@H]4CC(C)(C)[C@H](O)[C@@H](OC(C)=O)[C@]4(CO)[C@H](O)C[C@]23C)[C@@]1(C)CO (tested in a mixture with another compound)	2%[20.9 µM]	.	.	.	3.8%[16.9 µM]	7%[29.1 µM]	.	-6%[29.1 µM]
CCNS(=O)(=O)c1cccc(C(=O)c2c(C)cc3ccccn23)c1	2%	-11%	3%	-3%	-1.3%	2%	-1%	5%
O=c1c2c3nc4ccccc4nc3n(CC3CCCO3)c2ncn1CCc1ccccc1 (stereo unspecified)	?	-4%	-8%[46.1 µM]	6%	-1.0%	2%	13%	11%
CC(=O)Nc1ccc(OC(=O)c2ccco2)cc1	6%	1%	16%	0%	-1.0%	3%	0%	8%

Rewritten with two lines to a compound: entries from further up
Each structure is followed by: ALDH1A1 block	Tau fluor cs	NPSR antagonist	GAA glycogen mod	Epigenetic derep	GAA spleen mod	GAA inhib	aGal spleen mod
Cc1csc(NC(=O)c2nc3nc(C)cc(C)n3n2)n1
 : -4%	10%	-16%[46.1 µM]	-6%	-0.5%	-12%	-13%	-1%
CO[C@@H]1CC[C@@]2(C)[C@@H](CC[C@@]3(C)[C@H]2CC=C2[C@H]4CC(C)(C)[C@H](O)[C@@H](OC(C)=O)[C@]4(CO)[C@H](O)C[C@]23C)[C@@]1(C)CO (tested in a mixture with another compound)
 : 2%[20.9 µM]	.	.	.	3.8%[16.9 µM]	7%[29.1 µM]	.	-6%[29.1 µM]
CCNS(=O)(=O)c1cccc(C(=O)c2c(C)cc3ccccn23)c1
 : 2%	-11%	3%	-3%	-1.3%	2%	-1%	5%
O=c1c2c3nc4ccccc4nc3n(CC3CCCO3)c2ncn1CCc1ccccc1 (stereo unspecified)
 : ?	-4%	-8%[46.1 µM]	6%	-1.0%	2%	13%	11%
CC(=O)Nc1ccc(OC(=O)c2ccco2)cc1
 : 6%	1%	16%	0%	-1.0%	3%	0%	8%
